Compound activity from PubChem.
EPAC2 ag = agonists of human EPAC2 (RAPGEF4). 360,000 tested, 0.079% active. Potency, µM (doses to about 154 µM), without a hit: at the highest dose activation, actives largely listed as activators. Q8WZA2. EPAC2 activation, biochemical qHTS; response scale: 100% = 6.5 mM cAMP response; also: potency is read from the fitted curve at half-maximal effect; nearly all actives have a fitted effect of over 50% in size
Target sequence (Q8WZA2 whole entry, looked up): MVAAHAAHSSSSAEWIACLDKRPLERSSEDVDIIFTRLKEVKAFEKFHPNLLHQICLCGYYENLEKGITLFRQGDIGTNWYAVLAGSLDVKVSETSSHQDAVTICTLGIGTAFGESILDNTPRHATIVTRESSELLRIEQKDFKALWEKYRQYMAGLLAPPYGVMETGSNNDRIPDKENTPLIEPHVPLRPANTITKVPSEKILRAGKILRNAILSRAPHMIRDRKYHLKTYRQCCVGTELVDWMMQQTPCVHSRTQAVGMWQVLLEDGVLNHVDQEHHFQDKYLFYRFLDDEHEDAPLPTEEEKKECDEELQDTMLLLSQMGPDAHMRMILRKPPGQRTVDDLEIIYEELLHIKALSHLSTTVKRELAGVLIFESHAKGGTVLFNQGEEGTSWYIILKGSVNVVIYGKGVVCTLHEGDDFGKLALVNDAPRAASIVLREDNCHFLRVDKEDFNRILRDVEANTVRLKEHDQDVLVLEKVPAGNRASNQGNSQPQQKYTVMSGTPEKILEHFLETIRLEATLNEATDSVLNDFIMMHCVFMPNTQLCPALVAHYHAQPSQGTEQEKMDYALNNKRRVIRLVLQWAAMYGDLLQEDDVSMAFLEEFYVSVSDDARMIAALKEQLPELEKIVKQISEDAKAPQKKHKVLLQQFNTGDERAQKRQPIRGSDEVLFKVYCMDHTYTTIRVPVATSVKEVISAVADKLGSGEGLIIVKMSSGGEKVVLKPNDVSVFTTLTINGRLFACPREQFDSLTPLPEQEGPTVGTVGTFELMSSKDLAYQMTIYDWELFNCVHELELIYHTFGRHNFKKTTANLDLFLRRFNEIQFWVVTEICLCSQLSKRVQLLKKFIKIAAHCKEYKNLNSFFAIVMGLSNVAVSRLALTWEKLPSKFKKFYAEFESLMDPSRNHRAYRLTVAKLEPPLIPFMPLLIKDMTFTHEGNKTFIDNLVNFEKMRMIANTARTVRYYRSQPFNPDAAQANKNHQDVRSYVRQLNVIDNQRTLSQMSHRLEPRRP
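Each well held 100 nM EPAC2, 250 nM RAP1B-BODIPY-GDP and 50 uM GDP. Fluorescence, read at 5-min intervals to 30 min, was referenced to a 6.5 mM cAMP positive control.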
ATXN2 expr inh = inhibitors of ATXN2 expression; 360,000 tested, 0.72% active; HEK-293 ATXN2-luciferase reporter, luminescence, 24 h; Potency, µM (highest dose often 57 µM), for the others: at the top dose activity change, negative = inhibition, most hits filed as inhibitors; also: potency is read from the fitted curve at half-maximal effect; % is scaled to controls: 0 for no effect and ±100 for the full control effect; nearly all actives have a fitted effect of over 55% in size
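qHTS (up to 57 uM final) was run with 24 h compound exposure of reporter cells at 37 °C. Each well was multiplexed: SteadyGlo luminescence measured ATXN2-luciferase expression after a fluorogenic Gly-Phe-AFC viability readout (25 uM final).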
IL-2 act = activators of IL-2 | 360,000 tested, 0.065% active | IL-2 activation reporter assay, cell-based qHTS; stimulated with anti-CD3/CD4/CD28 beads; in transgenic mouse T cells | activation, % (series mostly up to about 46 µM); in the data active = activation above about 50%; inconclusive = mostly about 30% to 49%; also: 0% is about no effect
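Screening format: compound pinned onto unstimulated transgenic mouse T cells, 60 min incubation, then anti-CD3/anti-CD4/anti-CD28 bead stimulation for 18 hours at 37 degrees C, followed by EGFP and DsRed detection.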
Nrf2 ARE act = activates Nrf2 signaling; AREc32 ARE-luciferase reporter (MCF7-derived line), luminescence, 24 h; Potency, µM (doses to about 46.1 µM), for the others: top-dose activation, usual class: activators; 410,000 tested, 0.31% active; also: potency is read from the fitted curve at half-maximal effect; % of control where 0% means no effect; nearly all actives have a fitted effect of over 65% in size
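Cells of the AREc32 ARE-luciferase line are plated in OPTI-MEM containing 5% FBS and left overnight at 37 deg C. Compounds are pinned in, incubation continues 24 hr, and firefly luciferase signal is then measured.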
TGFb inhibitor = inhibitors of TGF-b signaling; HepG2 CAGA-GFP TGF-b/SMAD3 reporter, GFP fluorescence, 18 h; TGF-beta stimulated, 500 pg/mL final; Potency, µM (top dose mostly 46.1 µM), inactives show at the top dose activity, negative = inhibition, hits mostly inhibitors; 410,000 tested, 1.2% active; also: potency is read from the fitted curve at half-maximal effect; % is scaled to controls: 0 for no effect and ±100 for the full control effect; nearly all actives have a fitted effect of over 65% in size
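First, reporter cells (HEPG2 CAGA-GFP) rested 2 h at 37 degrees C. Next, compounds were pinned in and TGF-beta added to 500 pg/mL final. After 18 h, GFP was imaged per cell and summed per well.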
Nrf2 block = inhibitors of Nrf2 signaling; 360,000 tested, 2.1% active; AID 504444; Potency, µM (titrated, usually from 46 µM), for the others: top-dose activity change, negative = inhibition, actives largely listed as inhibitors; A549 ARE-Fluc reporter, luciferase luminescence, 18-24 h; also: potency is read from the fitted curve at half-maximal effect; % is scaled to controls: 0 for no effect and ±100 for the full control effect; nearly all actives have a fitted effect of over 60% in size
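Nrf2 function is reported as luminescence of an ARE-controlled luciferase in A549 cells. Compounds were tested at several concentrations, and a CellTiter-Fluor read on the same wells flagged cytotoxicity.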
A549 viability = kills or reduces viability of A549 cells in Nrf2 counter-screen. AID 504648. A549 ARE-Fluc cells, CellTiter-Fluor viability, 18-24 h. Potency, µM (doses to about 46 µM), inactives show top-dose activity change, negative = cytotoxicity, most hits filed as inhibitors. 390,000 tested, 0.16% active; also: potency is read from the fitted curve at half-maximal effect; % is scaled to controls: 0 for no effect and ±100 for the full control effect
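Cytotoxicity counterscreen: CellTiter-Fluor fluorescence was measured in A549 ARE_Fluc cells after 18-24 h of compound exposure in a concentration series. The subsequent BugLite luminescent read reports ARE-luciferase activity.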
HepG2 tox = counter-screen for TGF-b inhibitors: cytotoxicity in HepG2 cells; 410,000 tested, 0.76% active; Potency, µM (highest dose often 46.1 µM), for the others: top-dose activity change, negative = cytotoxicity, actives largely listed as cytotoxic; HepG2 CAGA-GFP viability, ATP luminescence, 18 h; also: potency is read from the fitted curve at half-maximal effect; some results filed as inactive show a strong effect at the top dose
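HepG2 CAGA-GFP cells (1000/well, DMEM with 1% FBS) received compound, then TGF-beta at 500 pg/mL final, and were incubated 18 hours at 37 degrees C. Viability was read by CellTiter-Glo luminescence. Media-only wells were set as complete cell-killing and DMSO as no toxicity.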
ATXN viability = reduces viability in counter-screen for ATXN expression inhibitors; AID 651635; Potency, µM (titrated, usually from 56.7 µM), usual class: cytotoxic; 400,000 tested, 0.49% active; S2 cells (HEK-293 line with an ATXN2-luciferase reporter) viability, CellTiter-Fluor protease fluorescence, 24 h; also: potency is read from the fitted curve at half-maximal effect; nearly all actives have a fitted effect of over 40% in size
The depositor's hits bear a star; i = inactive; ? = inconclusive; nt = not tested or not shown; [ ] = dose if it differs, or a comment. Unless noted, calls follow the shape of the dose curve; as a rule, active = well fitted curve in the direction sought with a large enough effect; inconclusive = small, poorly fitted or top-dose-only effect, or another doubt; inactive = no such curve, though single readings can be large; an effect the other way counts as inactive or inconclusive.

SMILES	EPAC2 ag	ATXN2 expr inh	IL-2 act	Nrf2 ARE act	TGFb inhibitor	Nrf2 block	A549 viability	HepG2 tox	ATXN viability
Cn1nc(-c2ccc(Cl)cc2)c2cc(C(=O)NCCCN3CCOCC3)sc21	16%	-20%	-3.2	7.9%	-19%	?	-8%	-11%	i
O=C(CCc1nnc2n(Cc3ccc(Cl)cc3)c(=O)c3ccccc3n12)NCCCN1CCOCC1	2%	3%	-2.7	-0.7%	0%	10%	8%	1%	i
Cc1onc(-c2ccccc2)c1C(=O)N(Cc1ccco1)Cc1cccs1	22%	-5%	-2.8	2.1%	-6%	-5%	19%	-22%	i
CCOc1cc(-c2ccc(OC(=O)c3ccccc3Cl)c(OC)c2)cc(=O)c2c(C)oc(C)c12	nt	nt	nt	0.0%	0%	-18%	-3%	-17%	nt
Cc1ccc(C(C)C)c(OCC(O)CN2CCN(CCO)CC2)c1 (centres undefined)	7%	2%	0.3	4.0%	9%	-6%	1%	7%	i
O=C(O)C1=C[C@@H](C2CCCCC2)C[C@@H](OCCCCO)O1	2%	9%	1.0	-1.0%	0%	16%	-1%	1%	i
CC(C)(C)NC(=O)COC(=O)c1ccc(Cl)nc1	6%	13%	-0.9	-0.7%	-4%	19%	-1%	-5%	i
O=C(c1ccoc1)N1CCN(c2cc(-c3ccco3)nc3cc(-c4ccccc4)nn23)CC1	8%	25µM*	-2.9	-4.6%	?	nt	nt	-13%	?
CN(C(=O)c1ccccc1)c1ccccc1C(=O)NCCc1ccccc1	2%	6%	-0.2	0.3%	48%[activator]	2%	-1%	-11%	i
O=C(Cc1ccc(F)cc1)N1CCC2(CC1)NCCc1[nH]cnc12	5%	nt	0.1	0.3%	15%	-5%	?	-3%	i
Cc1ccccc1NC(=O)Cn1c(O)c(N=NC(=O)c2ccccc2O)c2ccccc21	-16%	2%	-0.2	1.9%	7%	7%	-9%	13%	i
COc1ccccc1N1CCN(S(=O)(=O)c2ccc(-n3cnnn3)c(C)c2)CC1	-1%	11%	-0.9	-0.3%	-9%	6%	-1%	-4%	i
COc1cc(CN2CCC(Cc3ccccc3)CC2)c([N+](=O)[O-])cc1OC	2%	-12%	0.5	-0.7%	0%	-6%	3%	0%	i
CCOc1cccc(C2C(C(=O)c3ccco3)=C(O)C(=O)N2c2nnc(C)s2)c1 (centres undefined)	-1%	10%	0.0	0.1%	33%[activator]	0%	-14%	10%	?
COc1ccc(-c2cc(C(=O)N/N=C(\C)c3cccnc3)c3cc(C)ccc3n2)cc1OC	-1%	-13%	-2.4	-0.6%	?	-19%	-2%	-53%	i
Cc1ccc(Cl)cc1NC(=S)Nn1cnnc1	9%	6%	-0.4	-2.2%	1%	3%	7%	13%	i
Nc1c(N(CCC2=CCCCC2)C(=O)c2ccc([N+](=O)[O-])o2)c(=O)[nH]c(=O)n1Cc1ccccc1	-7%	-1%	-0.4	?	-12%	-12%	-6%	-31%	i
CCCS/C(N)=N/N=C/c1cc(C)ccc1O	0%[15.6 µM]	95%[activator]	-0.1	16%	?	?	-14%	-26%	i
COc1ccc(N2CCN(C3CCCN(Cc4ccc(F)c(F)c4)C3)CC2)cc1 (centres undefined)	6%	-2%	-0.5	0.9%	?	-3%	3%	-43%	i
CC(C)(C)C(=O)Nc1ccnn1C1CCN(C(=O)c2ccc(Cl)cc2F)CC1	10%	6%	0.8	3.6%	-27%	13%	3%	-17%	i
CCOC(=O)c1oc2cc(C)cc(O)c2c(=O)c1-c1csc(C)n1	15%	-7%	0.4	0.8%	-2%	0%	-3%	-13%	i
O=C1C=CC(=Nc2ccc3c(c2)Cc2cc(F)ccc2-3)O1	0%	-5%	-4.8	10%	-3%	?	-8%	1%	i
Cc1ccc(S(=O)(=O)/N=C(\CN2CCCCC2)N2CCOCC2)cc1	-5%	-3%	-3.2	-0.3%	-6%	-21%	-6%	9%	i
CCC1=C(OC(=O)N(CC)CC)N2C(=O)OC(=NCC(=O)OC)[C@]2(C)[C@H]2C1=CC[C@H]1C(=O)N(CC)C(=O)[C@H]12	0%	-10%	-0.4	-0.7%	16%	-12%	-15%	8%	?
Clc1c(CSc2nc3ccccc3o2)nc2ccccn12	13%	nt	-2.6	?	-3%	?	6%	-38%	i
Further structures.
SMILES	EPAC2 ag	ATXN2 expr inh	IL-2 act	Nrf2 ARE act	TGFb inhibitor	Nrf2 block	A549 viability	HepG2 tox	ATXN viability
CCOc1ccc2[nH]c3c(N4CCc5ccccc5C4)ncnc3c2c1	11%	-64%	-4.4	0.3%	?	?	-26%	-80%	?
O=C(Nc1ccc(F)cc1F)c1cncc(Br)c1	8%	17%	-1.1	0.1%	-1%	2%	-3%	0%	i
O=C(Nc1ccccc1Cl)c1cc(C2CCCN(C(=O)CCc3ccccc3)C2)on1 (centres undefined)	17%	11%	-0.6	3.3%	6%	nt	nt	-37%	i
Cc1nc(SC(C)C(=O)Nc2ccccc2Cl)cc(-c2ccccc2)n1 (centres undefined)	nt	nt	nt	-1.2%	-23%	2%	9%	-21%	nt
O=c1c2ccccc2oc2ncccc12	4%	33%	0.5	1.9%	17%	?	2%	-13%	i
O=C(COc1ccc(C(=S)N2CCOCC2)cc1)N1CCOCC1	10%	1%	-4.1	-0.8%	-7%	4%	-2%	20%	i
CC(C)c1ccc(OCc2cccc(C(=O)N/N=C/c3cccnc3)c2)cc1	-16%	11µM*	-1.4	-1.3%	-9%	?	-4%	-32%	i
CC(=O)Oc1ccc(C(=O)N2c3ccccc3NC(=O)C2C)cc1 (centres undefined)	7%	3%	-0.5	-0.1%	-12%	-22%	3%	-8%	i
O=C(Nc1ccc(F)cc1)c1ccc2nsnc2c1	2%	10%	2.7	8.2%	-8%	?	-2%	-17%	i
COc1cccc2cc(C(=O)OCC(=O)NCc3ccc4c(c3)OCO4)c(=O)oc12	-7%	39%	-1.0	?	-3%	8%	1%	-12%	i
Clc1ccc(/C=N/NC2=Nc3cccc4cccc2c34)cc1	12%	-8%	70*	11%	-7%	?	-26%	-34%	?
CCc1ccccc1N1C(=O)C2C3C=CC(CC3)C2C1=O (centres undefined)	0%	nt	2.4	0.4%	3%	5%	0%	22%	?
CCN(CC)CCNC(=O)C(=O)NCC1OCCN1S(=O)(=O)c1cccs1 (centres undefined)	6%	18%	-1.9	0.5%	-18%	1%	0%	2%	i
Cc1cc2cc(CN(CC3CCCO3)C(=S)NCc3ccco3)c(=O)[nH]c2cc1C (centres undefined)	18%	13%	-1.6	3.9%	?	11%	-10%	-3%	i
CCN(CC)CCOC(=O)c1cccc(OC)c1	8%	1%	-0.2	-0.5%	3%	0%	-8%	7%	i
O=c1[nH]c(=O)n(C2CCCO2)cc1Br (centres undefined)	-3%	-4%	3.6	-0.3%	0%	3%	-5%	-6%	i
CCOc1ccccc1C1CC(=O)NC2=C1C(=O)CC(C)(C)C2 (centres undefined)	5%	1%	-1.1	0.0%	-10%	-21%	0%	-16%	i
COc1ccc(N2CCN(C(=O)c3cc(C)oc3C)CC2)cc1	6%	-15%	-3.5	-0.3%	1%	-4%	5%	-8%	i
COc1ccc([N+](=O)[O-])cc1N(CC(=O)O)S(C)(=O)=O	2%	-17%	-0.7	-0.8%	1%	-16%	2%	-2%	i
Cc1ccc(C)c(OC(=O)CSc2nnc(CNC(=O)c3ccccc3)o2)c1	nt	-5%	nt	-0.2%	-28%	-14%	7%	-1%	i
Cc1ccc(/C=C/C(=O)O)cc1S(=O)(=O)NCCCO	5%	-3%	3.7	-0.6%	-25%	nt	-4%	-2%	i
Fc1cccc(NC(=S)NCc2ccccc2Cl)c1	15%	-8%	-3.9	2.7%	?	-16%	1%	-42%	i
CCOc1ccc(N2C(=O)CC(Cc3cc(C)cc(C)c3)C2=O)cc1 (centres undefined)	0%	nt	-0.3	0.0%	6%	3%	-2%	-5%	?

One compound at a time, as listed above:
COc1cccc2cc(C(=O)OCC(=O)NCc3ccc4c(c3)OCO4)c(=O)oc12 reads EPAC2 ag: -7%; ATXN2 expr inh: 39%; IL-2 act: -1.0; Nrf2 ARE act: ?; TGFb inhibitor: -3%; Nrf2 block: 8%; A549 viability: 1%; HepG2 tox: -12%; ATXN viability: i
CCOc1ccccc1C1CC(=O)NC2=C1C(=O)CC(C)(C)C2 (centres undefined) reads EPAC2 ag: 5%; ATXN2 expr inh: 1%; IL-2 act: -1.1; Nrf2 ARE act: 0.0%; TGFb inhibitor: -10%; Nrf2 block: -21%; A549 viability: 0%; HepG2 tox: -16%; ATXN viability: i
Cc1ccc(C)c(OC(=O)CSc2nnc(CNC(=O)c3ccccc3)o2)c1 reads EPAC2 ag: nt; ATXN2 expr inh: -5%; IL-2 act: nt; Nrf2 ARE act: -0.2%; TGFb inhibitor: -28%; Nrf2 block: -14%; A549 viability: 7%; HepG2 tox: -1%; ATXN viability: i

5 entries from above, reformatted.
Every second line gives: EPAC2 ag	ATXN2 expr inh	IL-2 act	Nrf2 ARE act	TGFb inhibitor	Nrf2 block	A549 viability	HepG2 tox	ATXN viability
- Cc1ccc(C)c(OC(=O)CSc2nnc(CNC(=O)c3ccccc3)o2)c1
 : nt	-5%	nt	-0.2%	-28%	-14%	7%	-1%	i
- O=c1[nH]c(=O)n(C2CCCO2)cc1Br (centres undefined)
 : -3%	-4%	3.6	-0.3%	0%	3%	-5%	-6%	i
- CCc1ccccc1N1C(=O)C2C3C=CC(CC3)C2C1=O (centres undefined)
 : 0%	nt	2.4	0.4%	3%	5%	0%	22%	?
- O=C(Nc1ccc(F)cc1F)c1cncc(Br)c1
 : 8%	17%	-1.1	0.1%	-1%	2%	-3%	0%	i
- O=C(Nc1ccc(F)cc1)c1ccc2nsnc2c1
 : 2%	10%	2.7	8.2%	-8%	?	-2%	-17%	i

Outcome played no part in choosing rows; overall some 4.3% were active at least once.
